DNMT1 block = blocks human DNA methyltransferase DNMT1 | P26358 | DNMT1 molecular beacon, Hinp1I cleavage, fluorescence | inhibition (reported as % activation of signal), % at 10 µM | 360,000 compounds, 0.83% hits; in the data active = inhibition above about 50%
Tb MetRS inh = blocks T. brucei methionyl-tRNA synthetase activity; 360,000 compounds, 0.4% hits; purified T. brucei MetRS, ATP depletion, Kinase-Glo luminescence; inhibition, % at 11.9 µM;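 active = inhibition above a per-plate cutoff of the control wells' mean inhibition plus 3 SD, cut at about 5.5% in these data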;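 note: 0% = DMSO wells median and 100% = median of wells with control inhibitor compound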
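Dosing: 11.9 µM compound single dose, 0.9% DMSO; Assay system: purified T. brucei MetRS enzyme; Measured by: Kinase-Glo luciferase luminescence reporting remaining unconsumed ATP; Schedule: 15 min plus 2 h at 25 °C.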
SUMO1-SIM PPI = SUMO1-SIM interaction modulation; P63165; SUMO1 binding to a labelled peptide, TR-FRET, 1 h; inhibition, % at 20 µM; 360,000 compounds, 0.33% hits; in the data active = inhibition above about 37%
LMPTP block = blocks human LMPTP phosphatase; P24666; recombinant LMPTP-A, OMFP fluorogenic substrate, fluorescence intensity; inhibition, % at 20 µM; 360,000 compounds, 0.22% hits; AID 651560;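 active = compounds that cut the enzyme signal by at least half of the control window in the single-dose screen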;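 note: plate controls were DMSO wells with enzyme plus substrate for no effect and substrate without enzyme for full effect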
Target sequence (P24666 whole entry, looked up): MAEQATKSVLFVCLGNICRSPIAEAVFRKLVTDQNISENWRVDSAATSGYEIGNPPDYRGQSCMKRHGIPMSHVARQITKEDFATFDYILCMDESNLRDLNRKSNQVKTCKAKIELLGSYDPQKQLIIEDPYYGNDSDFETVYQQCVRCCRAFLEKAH
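test system = LMPTP-A | amount = 0.625 nM LMPTP-A final | reagent = fluorogenic phosphatase substrate OMFP at 400 µM final | incubation = 50 min at room temperature | benchmarks = no-enzyme low control, uninhibited high control | medium = Bis-Tris pH 6.0, DTT, detergent | signal = fluorescence intensity of OMFP turnover product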
MsrA inh = inhibitors of bovine MsrA. purified bovine MsrA, absorbance read-out. inhibition, % at 15.5 µM. 360,000 compounds, 0.75% hits; in the data active = inhibition above about 4.5%;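 note: 0% = vehicle wells with enzyme and 100% = reference inhibitor wells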
NadD block = blocks S. aureus nicotinate mononucleotide adenylyltransferase; purified NadD enzyme, colorimetric absorbance read-out; inhibition, % at 20 µM; 360,000 compounds, 0.78% hits; AID 602399; in the data active = inhibition above about 26%; note: some compounds past the cut are filed as inactive
Rpn11 block = blocks the human proteasome subunit Rpn11 | O00487 | human 26S proteasome, Ub4-pepOG fluorescence polarization; 20S core pre-blocked with epoxomicin | calls only at 20 µM | 360,000 compounds, 0.59% hits | AID 588493;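 active = inhibition at 20 µM, scaled to each plate's controls, above about 33%, limit read from the data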
Target sequence (O00487 whole entry, looked up): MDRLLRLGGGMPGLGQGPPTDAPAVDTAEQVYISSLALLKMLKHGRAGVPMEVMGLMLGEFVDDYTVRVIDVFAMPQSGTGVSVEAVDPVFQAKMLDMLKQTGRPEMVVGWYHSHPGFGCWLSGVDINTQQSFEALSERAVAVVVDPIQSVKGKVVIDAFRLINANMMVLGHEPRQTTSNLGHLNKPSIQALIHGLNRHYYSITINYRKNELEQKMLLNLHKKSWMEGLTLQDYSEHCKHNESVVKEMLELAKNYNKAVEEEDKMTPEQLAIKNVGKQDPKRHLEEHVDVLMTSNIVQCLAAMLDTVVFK
STEP block = blocks human striatal-enriched tyrosine phosphatase | inhibition, % at 20 µM | 360,000 compounds, 0.25% hits | recombinant STEP, OMFP fluorogenic substrate, fluorescence | AID 588621;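 active = inhibition at 20 µM, scaled per plate between control wells, above about 37%, limit read from the data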;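 note: 0% = DMSO with enzyme and substrate and 100% = substrate only without enzyme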
Target sequence (P54829 whole entry, looked up): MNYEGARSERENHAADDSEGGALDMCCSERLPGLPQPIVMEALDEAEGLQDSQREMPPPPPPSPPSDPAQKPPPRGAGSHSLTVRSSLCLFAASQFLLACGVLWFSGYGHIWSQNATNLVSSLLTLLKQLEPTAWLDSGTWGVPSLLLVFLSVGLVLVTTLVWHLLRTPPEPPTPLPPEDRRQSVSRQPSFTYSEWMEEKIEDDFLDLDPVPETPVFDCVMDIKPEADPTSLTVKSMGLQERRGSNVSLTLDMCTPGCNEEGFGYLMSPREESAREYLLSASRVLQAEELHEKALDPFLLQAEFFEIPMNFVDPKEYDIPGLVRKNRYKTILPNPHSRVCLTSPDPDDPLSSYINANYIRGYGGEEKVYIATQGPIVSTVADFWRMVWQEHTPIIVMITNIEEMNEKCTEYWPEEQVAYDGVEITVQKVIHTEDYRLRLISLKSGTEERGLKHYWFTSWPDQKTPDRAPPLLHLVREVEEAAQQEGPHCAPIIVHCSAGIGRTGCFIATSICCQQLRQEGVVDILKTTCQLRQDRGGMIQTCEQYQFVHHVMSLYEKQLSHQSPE
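Also added – OMFP at 25 µM · Test system – STEP tyrosine phosphatase · Technique – FITC-channel fluorescence of OMFP product · Schedule – 20 min at room temperature, dark · Evaluation – control-normalized % inhibition with plate pattern correction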
Scp-1 inhibitor = blocks human Scp-1 phosphatase activity; Q9GZU7; Recombinant Scp1, phosphopeptide, malachite green phosphate absorbance; inhibition, % at 20 µM; 340,000 compounds, 0.88% hits; AID 493091;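 active = inhibition above about 50% at 20 µM, limit read from the data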;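 note: plate controls were DMSO wells with enzyme for no effect and wells lacking enzyme for full effect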
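Test system: SCP-1 catalytic domain; Buffer or medium: Acidic Tris acetate buffer with magnesium and detergent; Also added: Phosphorylated 17-residue peptide substrate; Compound: single 20 µM dose, 1% DMSO; Schedule: enzyme reaction 45 min at room temperature, colour 5 min, stabilisation 30 min; Signal: Phosphate-binding colour reagent, absorbance read at 630 nm.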
CSN deneddyl inh = blocks human CSN-mediated cullin deneddylation | Purified CSN, SCF-Nedd8-OG deneddylation, fluorescence polarization | inhibition, % at 12.5 µM | Q92905 | 360,000 compounds, 0.38% hits;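 active = pattern-corrected inhibition above about 35%, with an unprinted fluorescence ratio check between 0.5 and 1.5, limit read from the data, passing the limit was not always enough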;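 note: 0% = enzyme with substrate and 100% = substrate without enzyme; some results filed as inactive read as strong as hits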
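Assay system: HEK293T-derived human Csn5 enzyme; quantity: 0.24 nM enzyme; medium: Tris/NaCl/DTT buffer, pH 7.5; also added: substrate SCFSkp2-Nedd8OG, 10 nM; doses: 12.5 µM compound; schedule: 90 min reaction at room temperature; signal: FP; read-out: % inhibition of substrate cleavage by Csn5; benchmarks: substrate-only high control, full reaction low control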
Numbers without * were called inactive; i = inactive; . = no result given.

SMILES | DNMT1 block | Tb MetRS inh | SUMO1-SIM PPI | LMPTP block | MsrA inh | NadD block | Rpn11 block | STEP block | Scp-1 inhibitor | CSN deneddyl inh
CCCCN1CC(COC)Oc2cccc(F)c2S1(=O)=O (stereo not drawn) | 7.2 | 0.7 | 14.3 | -0.7 | -0.7 | -5.0 | i | -0.8 | -10.9 | 4.9
Cc1cc(CNC(=O)COc2ccc(F)cc2Cl)cc(C)c1O | 0.4 | 0.6 | 1.3 | -0.9 | 0.5 | -7.7 | i | -1.8 | -3.1 | 3.9
COC(=O)c1sc2ccccc2c1N | -3.8 | -0.3 | -16.9 | -0.4 | 0.6 | 1.2 | i | -0.6 | -4.5 | 1.1
Cc1cc(=O)nc2c3ccccc3n(C(C)C(=O)NCCN3CCOCC3)n12 (stereo not drawn) | 0.4 | 0.0 | 7.2 | -0.8 | 0.8 | -7.4 | i | -1.4 | -1.7 | -0.4
CCCc1cc(=O)[nH]c(SCC(=O)N2CCN(S(=O)(=O)c3ccc(C)cc3)C2)n1 | -3.4 | -0.5 | 2.2 | -0.8 | 0.3 | -0.7 | i | -2.5 | 2.9 | 3.1
COC(=O)CSc1snnc1-c1ccc(Cl)cc1Cl | -0.5 | -0.3 | -2.7 | 1.2 | 0.5 | -9.9 | i | 1.9 | -3.3 | 1.4
COc1ccccc1NC(=O)c1nn(-c2ccccc2)ccc1=O | -4.7 | -1.4 | -9.3 | 1.5 | 2.3 | -3.0 | i | 0.3 | 1.7 | -3.8
COc1ccc(S(=O)(=O)N2CC(=O)Nc3ccccc32)cc1F | 0.0 | -0.1 | -0.3 | 0.7 | -0.6 | 0.8 | i | -5.2 | -7.7 | 1.5
N#Cc1ccsc1NC(=O)CCN1C(=O)C2CCCCC2C1=O (stereo not drawn) | 3.2 | -0.2 | 0.2 | -0.9 | 1.1 | -2.7 | i | -0.6 | -12.4 | 2.0
Cc1noc(C)c1C(=O)Nc1nc2ccc(F)cc2s1 | -0.7 | -0.3 | 2.1 | 0.7 | -0.2 | -7.5 | i | -0.4 | 3.2 | -0.4
CCCCOc1ccc(Cc2c(COCC)[nH]c(=S)[nH]c2=O)cc1 | -5.0 | 0.1 | 2.7 | -0.4 | -0.4 | 3.6 | i | -0.5 | -5.2 | -11.8
CCCCNC(=O)CN1CCC2(O)CCCCC2C1c1ccccc1OC (stereo not drawn) | 0.6 | 0.5 | 3.0 | 0.3 | -0.7 | 6.9 | i | 8.8 | -10.1 | -0.8
COC(=O)c1ccc(CSc2ncnc3ccccc23)o1 | -2.5 | 0.0 | 1.5 | 1.1 | 1.4 | -3.6 | i | -1.2 | -9.1 | 2.0
CCN1CCN(C(=O)Cn2nc(C)n3c(cc4c(OC)cccc43)c2=O)CC1 | 0.7 | 0.1 | -19.9 | 0.2 | 1.7 | -0.7 | i | -1.5 | -6.8 | 0.4
Cn1c(=O)[nH]c(=O)c2c1nc(N1CCNCC1)n2Cc1cccc2ccccc12 | 0.8 | 0.8 | 7.6 | 5.3 | 0.3 | -0.6 | i | -2.0 | -7.6 | 2.2
CSc1ccc(C2C(C#N)=C(N)N(c3ccccc3)C3=C2C(=O)CCC3)cc1 (stereo not drawn) | -3.6 | -0.6 | -4.5 | 2.7 | -0.1 | 9.3 | i | 7.1 | -4.2 | 3.8
COC(=O)c1cc(NC(=O)C2(S(=O)(=O)c3ccc(C)cc3)CC2)cc(C(=O)OC)c1 | -2.8 | -0.1 | 0.9 | -1.7 | 1.2 | -6.8 | i | -1.7 | -1.3 | -6.8
CCN(CC)C(=O)C1CCC(CNS(=O)(=O)c2cccc3nsnc23)CC1 (stereo not drawn) | -3.3 | -0.1 | -39.8 | -0.7 | -0.1 | -4.7 | i | -0.3 | -6.9 | 2.1
Cc1cccc(NC(=O)CC(C)(C)C)c1 | 1.0 | -0.5 | 1.1 | -2.0 | 0.6 | -7.0 | i | 0.4 | -6.8 | -2.3
CCOC(=O)c1ccc2nc(NC(NC(C)=O)(C(=O)OC)C(F)(F)F)sc2c1 (stereo not drawn) | 0.7 | -0.2 | -2.9 | -0.7 | -0.9 | -2.7 | i | -2.2 | -4.3 | 0.9
CCC(C(=O)NC1CCCC1)N(C(=O)Cn1nnc(-c2ccc(C)o2)n1)c1ccc(OC)cc1 (stereo not drawn) | 1.1 | -0.2 | -0.3 | -0.9 | -0.4 | -3.1 | i | -1.9 | -3.6 | 2.0
CCOC(=O)N1CCN(CC(=O)Nc2ccc(C)c(Br)c2)CC1 | 4.8 | -0.6 | -1.2 | -0.8 | 0.7 | -8.3 | i | -2.2 | -2.9 | 3.0
CS(=O)(=O)N(CC(=O)Nc1ccccc1Br)Cc1ccccc1 | 1.8 | -0.2 | 3.0 | -0.8 | 0.7 | 0.7 | i | -2.7 | -4.7 | 3.7
O=C(NC1=NCCS1)C1CCN(S(=O)(=O)c2ccccc2C(F)(F)F)CC1 | -3.5 | -0.5 | 0.5 | -0.1 | -0.2 | 2.8 | i | -2.5 | 5.0 | -7.0
CCOC(=O)[C@]12CCCC=C1N(Cc1ccc3c(c1)OCO3)C(=O)[C@H](CC(=O)N1CCCCC1)C2 | . | -1.0 | -2.9 | -0.8 | 1.9 | 0.4 | . | . | . | 0.3
SMILES | DNMT1 block | Tb MetRS inh | SUMO1-SIM PPI | LMPTP block | MsrA inh | NadD block | Rpn11 block | STEP block | Scp-1 inhibitor | CSN deneddyl inh
CCN(CC)CCCNc1cc(C)c(C#N)c2nc3ccccc3n12 | 21.3 | -0.4 | -6.4 | 1.4 | 1.0 | -2.0 | i | 0.5 | . | 1.5
COc1ccc(-c2cc(C(=O)Nc3nc4ccccc4s3)c3ccccc3n2)cc1OC | -3.0 | -0.4 | 5.0 | 3.0 | 1.2 | 5.7 | i | -0.2 | -4.0 | 2.2
O=C(CSCc1ccc(F)cc1)Nc1ccc(F)cc1 | 0.3 | -0.6 | 3.6 | 0.0 | -1.2 | -4.5 | i | 0.7 | -5.3 | -2.9
COc1ccccc1S(=O)(=O)N(C)C[C@@H]1OCc2cn(nn2)CCCC(=O)N([C@H](C)CO)C[C@H]1C | 3.2 | -0.9 | 14.0 | -1.5 | -0.6 | 9.5 | i | -2.0 | . | 2.1
O=C(CCc1nnc(CCCc2ccccc2)o1)NCC(F)(F)F | 1.7 | -1.4 | 1.0 | -0.5 | 0.0 | -0.6 | i | 1.2 | -3.9 | 2.1
CCN(C(=O)c1cc2cc3ccc(C)cc3nc2o1)c1ccc(OC)cc1 | -4.7 | 0.0 | -22.3 | 1.8 | 4.4 | 0.2 | i | 7.0 | -6.2 | 3.4
CCN1C(=O)c2cccc3c(S(=O)(=O)NC(Cc4c[nH]c5ccccc45)C(=O)O)ccc1c23 (stereo not drawn) | -1.5 | -1.1 | -7.4 | 0.5 | 1.9 | -0.1 | i | 3.4 | -5.9 | 5.3
CCCCC[C@@H](C)N1C[C@@H](COCc2ccccc2)Oc2cc(N3CC[C@H](O)C3)ccc2S1(=O)=O | . | -0.2 | 8.3 | 2.3 | -0.9 | -5.2 | . | . | . | -0.6
COc1cccc(/C=C2\SC(=O)NC2=O)c1OCc1ccc(C(=O)O)cc1 | 5.1 | -0.9 | 10.0 | -1.1 | 2.8 | -1.4 | i | 4.8 | 5.5 | -4.5
O=C1CN(C(=O)COC(=O)CCNS(=O)(=O)c2ccc(Cl)cc2)c2ccccc2N1 | 1.8 | 0.1 | 2.5 | 0.7 | -0.5 | -3.6 | i | -3.0 | -5.8 | -1.0
O=C(O)C(c1ccccc1)N1C(=O)c2cccc3cccc(c23)C1=O (stereo not drawn) | 1.0 | -0.3 | -14.7 | -0.9 | 2.1 | 3.5 | i | 0.1 | -3.5 | 0.9
Cn1c(=O)[nH]c(=O)c2c1nc(SCCO)n2Cc1ccccc1Cl | 0.3 | -0.7 | 1.7 | -0.7 | 0.1 | -2.9 | i | 0.8 | -5.2 | 1.5
COc1cccc(C(C)NC(=S)NCc2ccc(F)cc2)c1 (stereo not drawn) | 2.8 | -0.7 | 0.8 | 2.1 | -0.4 | -1.0 | i | 1.2 | -2.0 | -0.1
COCCCNCCCOc1ccc(C(C)(C)c2ccccc2)cc1 | 3.1 | -0.2 | 1.9 | -2.6 | 0.2 | -5.9 | i | 1.6 | -11.7 | -4.1
Cc1cc(NC2C3CC4CC(C3)CC2C4)n2ncnc2n1 (stereo not drawn) | -2.2 | -0.4 | -0.6 | 0.6 | 1.1 | 4.2 | i | -0.4 | 1.5 | 5.5
CC(=O)n1c(C=Nc2ccc(Cl)cc2)c(O)c2ccccc21 | 29.3 | -0.4 | 12.5 | -3.0 | 0.1 | -5.1 | i | -21.1 | -7.9 | -80.0

Arranged by count of non-hydrogen atoms (lowest first): some entries from above
SMILES | DNMT1 block | Tb MetRS inh | SUMO1-SIM PPI | LMPTP block | MsrA inh | NadD block | Rpn11 block | STEP block | Scp-1 inhibitor | CSN deneddyl inh
O=C(CSCc1ccc(F)cc1)Nc1ccc(F)cc1 | 0.3 | -0.6 | 3.6 | 0.0 | -1.2 | -4.5 | i | 0.7 | -5.3 | -2.9
CC(=O)n1c(C=Nc2ccc(Cl)cc2)c(O)c2ccccc21 | 29.3 | -0.4 | 12.5 | -3.0 | 0.1 | -5.1 | i | -21.1 | -7.9 | -80.0
Cn1c(=O)[nH]c(=O)c2c1nc(SCCO)n2Cc1ccccc1Cl | 0.3 | -0.7 | 1.7 | -0.7 | 0.1 | -2.9 | i | 0.8 | -5.2 | 1.5
COCCCNCCCOc1ccc(C(C)(C)c2ccccc2)cc1 | 3.1 | -0.2 | 1.9 | -2.6 | 0.2 | -5.9 | i | 1.6 | -11.7 | -4.1
COc1ccc(-c2cc(C(=O)Nc3nc4ccccc4s3)c3ccccc3n2)cc1OC | -3.0 | -0.4 | 5.0 | 3.0 | 1.2 | 5.7 | i | -0.2 | -4.0 | 2.2
CCN1C(=O)c2cccc3c(S(=O)(=O)NC(Cc4c[nH]c5ccccc45)C(=O)O)ccc1c23 (stereo not drawn) | -1.5 | -1.1 | -7.4 | 0.5 | 1.9 | -0.1 | i | 3.4 | -5.9 | 5.3
COc1ccccc1S(=O)(=O)N(C)C[C@@H]1OCc2cn(nn2)CCCC(=O)N([C@H](C)CO)C[C@H]1C | 3.2 | -0.9 | 14.0 | -1.5 | -0.6 | 9.5 | i | -2.0 | . | 2.1

High-throughput results deposited in PubChem by several laboratories.
